Assay outcomes from PubChem BioAssay.
GAA glycogen: alters human alpha-glucosidase cleavage of glycogen; P10253; recombinant GAA, glycogen substrate, Amplex Red glucose oxidase fluorescence; Potency, µM (series often up to 76.4 µM), for inactives: at the highest dose activity change, negative = inhibition, actives largely listed as inhibitors; hit rate 0.38% among 300,000;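 note: 0% = full enzyme reaction and -100% = no-enzyme basal signal; the screen sought inhibitors and activators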
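Natural-substrate format: glycogen cleavage by 4 nM human enzyme, glucose read by Amplex Red coupling (Ex 573, Em 610 nm). Normalized to enzyme and no-enzyme controls.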
RECQ1 helicase: RECQ1 (human) helicase inhibition | P46063 | RECQ1 DNA unwinding, red fluorescence kinetic read | Potency, µM (series often up to 57.3 µM), without a hit: at the highest dose activity, negative = inhibition, most hits filed as inhibitors | hit rate 0.54% among 240,000 | AID 2549;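 note: plate controls were vehicle for no effect and no enzyme for full effect; nearly all actives have a fitted effect of over 30% in size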
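50 nM RECQ1T1 preincubated 15 min with compound in Tris pH 8.0 buffer with MgCl2, DTT, Tween-20 and 2.5 ug/ml poly(dI-dC); started with 200 nM TAMRA/BHQ-2 forked duplex and 2 mM ATP. Unwinding read as fluorescence (525/598 nm), two reads 2 h apart.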
L3MBTL1 inh: blocks human L3MBTL1; Q9Y468; AlphaScreen L3MBTL1–H3K9me1 peptide binding; Potency, µM (doses to about 57.1 µM), inactives show top-dose activity, negative = inhibition, usual class: inhibitors; hit rate 0.66% among 230,000; AID 485360; note: nearly all actives have a fitted effect of over 60% in size
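Displacement of a biotinylated histone H3(1-15) peptide monomethylated at Lys9 (75 nM) from L3MBTL1 (50 nM) was measured by AlphaScreen after a 30 min room-temperature compound incubation; cefsulodin titration served as intraplate control.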
GAA inhib: alpha-glucosidase (human) inhibition | P10253 | purified human GAA, 4-MU-alpha-glucoside fluorescence | Potency, µM (titrated, usually from 76.9 µM), inactives show top-dose activity change, negative = inhibition, actives largely listed as inhibitors | hit rate 0.005% among 200,000 | AID 1466;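 note: plate controls were uninhibited enzyme wells for no effect and no-enzyme background for full effect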
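Fluorescence at Ex 365/Em 440 nm from 4-methylumbelliferone reported enzyme activity after 20 min at room temperature. Reactions used 4 nM enzyme and 400 uM substrate at pH 5.0; curves fitted with the Hill equation.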
TR SRC2 fluor cs: alters Texas Red total fluorescence, flagging assay interference | TRb/SRC2 Texas Red total fluorescence interference | Potency, µM (highest dose often 106 µM), for inactives: top-dose fluorescence change, negative = quenching | hit rate 0.29% among 280,000 | AID 1479; active = well fitted curve in either direction with a large enough effect; inconclusive = small, poorly fitted or top-dose-only effect
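Flags fluorescent or light-absorbing compounds by total fluorescence, S + 2P, at 555 nm excitation and 632 nm emission. Mixture: 20 nM Texas Red SRC2 peptide, 0.6 uM human TRb LBD, 1 uM T3, 5% DMSO; compound exposure 5 h at ambient temperature.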
RGS12 GoLoco inh: blocks human Gai1 binding to RGS12 GoLoco peptide, red readout. P63096. Gai1:RGS12 GoLoco peptide FP, rhodamine, 10 min. Potency, µM (series often up to 61.6 µM), for the others: top-dose activity, negative = inhibition, hits mostly inhibitors. hit rate 0.44% among 230,000; active = well fitted inhibition curve with a large enough effect, not every such curve was filed as active; inactive = no such curve, though single readings can be large or run the other way; note: nearly all actives have a fitted effect of over 30% in size; many of its hits are not listed in these tables
Target sequence (P63096 whole entry, looked up): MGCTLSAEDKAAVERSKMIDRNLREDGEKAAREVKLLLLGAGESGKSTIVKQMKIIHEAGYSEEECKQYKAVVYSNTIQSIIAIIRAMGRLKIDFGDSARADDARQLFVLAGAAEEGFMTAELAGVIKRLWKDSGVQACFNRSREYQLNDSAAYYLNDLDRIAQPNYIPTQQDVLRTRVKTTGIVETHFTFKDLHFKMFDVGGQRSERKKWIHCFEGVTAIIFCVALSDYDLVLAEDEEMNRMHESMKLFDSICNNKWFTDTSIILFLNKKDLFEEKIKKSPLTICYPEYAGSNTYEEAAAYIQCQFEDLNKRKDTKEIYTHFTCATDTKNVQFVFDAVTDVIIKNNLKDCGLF
GAA spleen mod: inhibits or activates alpha-glucosidase in human spleen homogenate | human spleen homogenate, 4-MU-alpha-glucoside fluorescence | Potency, µM (titrated, usually from 79.9 µM), without a hit: top-dose activity change, negative = inhibition, hits mostly inhibitors | hit rate 0.006% among 240,000;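 note: 0% = enzyme with vehicle and -100% = no enzyme basal signal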
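AC50 values come from Hill-equation fits of concentration-response data, normalized to no-enzyme and full-activity controls. Enzyme source: 1 ug human spleen homogenate; 1 mM fluorogenic 4-MU glucoside, pH 5.0 citrate buffer, 37 C, 40 min.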
TRb SRC2 PPI: TRbeta-SRC2 interaction inhibition. Potency, µM (top dose mostly 106 µM), for inactives: at the highest dose activity change, negative = inhibition, hits mostly inhibitors. P10828. hit rate 0.065% among 280,000. TRbeta-SRC2 peptide binding, fluorescence polarization; receptor liganded with 1 µM T3;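 note: plate controls were bound peptide for no effect and peptide without receptor for full effect; nearly all actives have a fitted effect of over 50% in size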
Target sequence (P10828 whole entry, looked up): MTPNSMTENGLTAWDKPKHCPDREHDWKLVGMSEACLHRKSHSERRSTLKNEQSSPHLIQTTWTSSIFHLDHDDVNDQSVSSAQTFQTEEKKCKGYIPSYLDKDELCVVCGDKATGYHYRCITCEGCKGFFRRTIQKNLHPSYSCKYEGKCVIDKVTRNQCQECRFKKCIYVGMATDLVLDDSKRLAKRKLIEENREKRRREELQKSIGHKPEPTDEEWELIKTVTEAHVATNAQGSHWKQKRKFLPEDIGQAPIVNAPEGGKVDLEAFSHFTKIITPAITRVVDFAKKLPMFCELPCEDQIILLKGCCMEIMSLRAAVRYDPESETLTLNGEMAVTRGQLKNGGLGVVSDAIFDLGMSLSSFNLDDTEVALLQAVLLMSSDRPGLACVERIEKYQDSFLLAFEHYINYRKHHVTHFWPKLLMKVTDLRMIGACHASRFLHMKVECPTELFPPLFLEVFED
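Binding of a 20-amino-acid Texas Red SRC2 peptide (20 nM) to TRb ligand-binding domain (0.6 uM) with agonist T3 at 1 uM was followed by fluorescence polarization after a 5 hr room-temperature incubation.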
An asterisk follows results filed as active; i = inactive; ? = inconclusive; . = no result given; [ ] = another dose, or the depositor's remark. Unless noted, calls come from the whole dose curve; as a rule, active = well fitted curve in the direction sought with a large enough effect; inconclusive = small, poorly fitted or top-dose-only effect, or another doubt; inactive = no such curve, though single readings can be large; an effect the other way counts as inactive or inconclusive. Unless noted, % is set by controls: 0 for no effect and ±100 for the full control effect; potency is the fitted concentration of half-maximal effect. The list is partial; rates above refer to the full screens.

nr | Structure | GAA glycogen | RECQ1 helicase | L3MBTL1 inh | GAA inhib | TR SRC2 fluor cs | RGS12 GoLoco inh | GAA spleen mod | TRb SRC2 PPI
1 | CC1CC(C)(C)N(C(=O)CSc2ccc(-c3ccc(F)cc3)nn2)c2ccccc21 (stereo unspecified) | -1% | -1% | -10% | ? | -2% | -16% | -4% | 2%
2 | CCO[C@H]1OC(C(=O)NCc2nc3ccccc3[nH]2)=C[C@@H](C2CC2)[C@@H]1CCCO | -12% | -2% | 3% | . | 2% | -1% | 3% | 1%
3 | Cc1ccc(CNC(=O)CCS(=O)(=O)c2ccc(Br)cc2)cc1 | 9% | ? | . | 0% | 1% | -22% | 1% | -4%
4 | CN1CCN(/C(=N\S(=O)(=O)c2ccc(F)cc2)c2ccccc2)CC1 | 1% | -2% | . | 2% | -2% | 10% | 7% | -9%
5 | N#Cc1cccnc1Nc1ccc(Cl)cc1 | -4% | i | 12% | ? | -2% | 9% | 0% | -9%
6 | COc1ccc(C(C(=O)OC(C)CN(C)C)c2ccccc2)cc1 (stereo unspecified) | 10% | -7% | -3% | -3% | -1% | 8% | -10% | 1%
7 | S=c1[nH]nc(-c2cccs2)n1/N=C/c1c(Cl)cccc1Cl | -6% | -2% | -5% | -9% | -2% | 1% | . | 6%
8 | COCCNc1nc(-c2cccc(OC)c2)nc2ccccc12 | . | -14% | . | . | -5% | -2% | 4% | -6%
9 | O=C(c1cccnc1)N(Cc1ccccc1)C1(C(=O)Nc2ccccc2)CCCCC1 | 0% | i | 6% | -2% | 3% | -1% | 6% | 2%
10 | COc1ccc2nc(C)cc(Sc3nc4ccccc4s3)c2c1 | -11% | -1% | 10% | . | 0% | -9% | 3% | -2%
11 | CC(=O)Nc1nc(NC(=O)C(Cl)(Cl)Cl)n(-c2ccccc2)n1 | 2% | 0% | 3% | -3%[15.4 µM] | -1% | 6% | 2% | 1%
12 | O=C(Cn1cc([N+](=O)[O-])cn1)Nc1ccn(Cc2c(F)c(F)c(F)c(F)c2F)n1 | -5% | 2% | . | -2% | -6% | 6% | 1% | -5%
13 | CCN1C(=O)c2cccc3c(Cl)ccc(c23)C1=O | 8% | i | -3% | ? | -4% | -5% | 6% | -7%
14 | COc1ccc(C(=O)CSc2cc(C)nc(SCC(=O)c3ccc(C)cc3)n2)cc1 | 6% | i | -8% | 3% | -2% | 47%[activator] | 8% | -4%
15 | Cc1ccc(S(=O)(=O)C2(C(=O)NC3CCCCC3C)CC2)cc1 (stereo unspecified) | -16% | i | . | -5% | -2% | -10% | 5% | 0%
16 | N#Cc1c(-c2ccco2)cc(-c2ccccc2)[nH]c1=O | 0% | 22µM* | . | . | -8% | 19% | 15% | 6%
17 | Cc1cc(SCc2cc(=O)[nH]c3ccccc23)nc2ccccc12 | -5% | i | -2% | 9% | 2% | -2% | 4% | 4%
18 | CC(C)CC(NC(=O)OC(C)(C)C)C(=O)NC(C(=O)N1CCCC1C(N)=O)C(C)C (stereo unspecified) | 5% | i | -4% | 0% | 3% | 0% | -10% | 2%
19 | CCOC(=O)c1ccc(NC(=O)COc2cc(=O)n(CC)c3ccccc23)cc1 | 2% | i | . | -5% | 1% | 8% | 1% | -6%
20 | NC1C(O)OC(CO)[C@@H](O)[C@@H]1O[C@H]1O[C@@H](C(=O)O)C(O)C(O)C1O (stereo partly specified) | . | 6% | . | . | -1% | 9% | 2% | 0%
21 | CCc1n[nH]c(=S)n1/N=C/c1c[nH]c2ccc(Br)cc12 | -21% | -9% | -20% | ? | 1% | 8% | -4% | -1%
22 | O=C1C2CC=C(Cl)CC2C(=O)N1CN(Cc1ccco1)CN1C(=O)C2CC=C(Cl)CC2C1=O (stereo unspecified) | 4% | -25% | ? | -6% | -1% | 5% | -8% | -8%
23 | COc1cc(NS(=O)(=O)c2ccc(Cl)cc2)c(C(=O)O)cc1OC | -3% | 4% | 0% | 3% | 1% | 10% | -10% | -6%
24 | Cc1[nH]c2ccccc2c1/C=N/Nc1nc(N2CCCCC2)nc(N2CCCCC2)n1 | -4% | i | -6% | -10% | -3% | 3% | 4% | 4%
25 | CCOc1ccc(NC(=O)C(c2ccccn2)N(C(=O)CCl)c2ccc(F)cc2)cc1 (stereo unspecified) | -26% | 5% | -4% | -11% | 9% | -1% | 1% | ?
26 | CCCN(CC(=O)Nc1c(C)cccc1CC)C(=O)SCC | -1% | i | . | -4% | -2% | -10% | -6% | 6%
27 | CCc1cc(C(=O)N=Nc2c(O)[nH]c3ccc([N+](=O)[O-])cc23)c2ccccc2n1 | 1% | 1% | ? | -7% | -30% | 1% | -6% | 6%
28 | Cc1cc(Cn2ccnc2)c(C)cc1Cn1ccnc1 | 3% | 0% | -5% | 5% | -2% | -6% | -3% | -22%
29 | O=C(C1CCCN(S(=O)(=O)c2cnc[nH]2)C1)N(CCc1ccccc1)Cc1ccccc1 (stereo unspecified) | -2% | -6% | . | -5% | 0% | 0% | -14% | -7%
30 | O=C(CCCC(=O)OCC(F)(F)C(F)F)Nc1nccs1 | 7% | -11% | . | -9% | -3% | 5% | 0% | 3%
31 | O=Cc1ccc(-n2cc(C=O)c3ccccc32)cc1 | 8% | -7% | 17% | 3% | -4% | 7% | 3% | -2%
32 | N=C1C(c2nc3ccccc3s2)=C(O)CN1NC(=O)c1c[nH]c2ccccc12 | 18% | i | 9% | 4% | -20% | 41%[activator] | 4% | 28%
33 | CC(=O)Nc1cccc(Oc2nc(-c3ccccn3)nc3ccccc23)c1 | 3% | 0% | -13% | . | 0% | 14% | 3% | -1%
34 | CNC(=O)[C@@H]1C[C@H]1[C@@H](NC(=O)CNC(=O)OCc1ccccc1)c1ccccc1 | . | -11% | . | . | -6% | 7% | -5% | 6%
35 | NC(=O)c1cc(N2C(=O)C=CC2=O)ccc1Cl | 2% | -5% | 4% | 0% | 0% | -27% | 4% | -5%
36 | O=C(CN1CCC(O)(c2ccc(F)cc2)CC1)NCc1ccc(F)cc1 | 5% | i | . | -9% | 1% | -1% | -6% | -26%
37 | Cc1cc2c(cc1C)N(CC(=O)N1CCCC1)C(=O)CC(c1ccccc1)=N2 | 12% | i | . | -22% | 0% | -8% | 0% | -3%
38 | Oc1ccc(Cl)cc1C1=NNC(c2cccs2)C1 (stereo unspecified) | -2% | -13% | -23% | . | -4% | 138%[activator] | 0% | -3%
39 | COc1ccc(CNC(=S)NCc2ccc(OC)cc2)cc1 | -9% | i | -9% | -11% | 0% | 11% | 0% | -1%
40 | CSc1sc(-c2ccnc(SCC(=O)C(C)(C)C)n2)c2c1C(=O)CC(C)(C)C2 | 3% | -15% | . | . | -2% | 9% | 4% | -8%
41 | CCOC(=O)C1=C(O)/C(=C\c2ccc(CNS(=O)(=O)c3ccc(Br)cc3)o2)N=C1C | -9% | -9% | -9% | -8% | -14% | 11% | -18% | 1%
42 | CCOC(=O)C1=C(Cn2cnc3ccccc32)NC(=O)NC1c1ccc(Cl)cc1 (stereo unspecified) | 7% | i | . | ? | -3% | 2% | 1% | -6%
43 | Cc1ccc(C(=O)O)cc1NC(=S)NC(=O)c1ccc(-c2ccc(Cl)cc2)o1 | 0% | 2% | . | . | 0% | -14% | -3% | 1%
44 | CC1CCc2sc(C(=O)N/N=C/c3ccc([N+](=O)[O-])cc3)cc2C1 (stereo unspecified) | -4% | -1% | -2% | -3% | 6% | 11% | -1% | 2%
45 | Cc1cccc(C2C3=C(CCCC3=O)N=C3c4ccccc4C(=O)C32)c1 (stereo unspecified) | -11% | -5% | -28% | . | -6% | 11% | -15% | 2%
46 | CC1=CN2C(=N)/C(=C/c3cn(CCCOc4ccccc4C)c4ccccc34)C(=O)N=C2S1 | -3% | 8% | -11% | 5% | -2%[53 µM] | 18% | 6% | -6%[53 µM]
47 | Cc1cc(C)n(CCc2nc3c4ccccc4n(CC#N)c(=O)n3n2)n1 | -3% | i | . | -10% | 3% | 9% | 0% | -15%
48 | CC(C)c1cc(C(F)(F)F)n2nc(C(=O)Nc3ccc(-n4cnnn4)cc3)cc2n1 | -8% | -2% | . | . | 4% | -2% | 0% | 1%

Part of the list above, showing only RECQ1 helicase.
cpd | SMILES | RECQ1 helicase
38 | Oc1ccc(Cl)cc1C1=NNC(c2cccs2)C1 (stereo unspecified) | -13%
39 | COc1ccc(CNC(=S)NCc2ccc(OC)cc2)cc1 | i
40 | CSc1sc(-c2ccnc(SCC(=O)C(C)(C)C)n2)c2c1C(=O)CC(C)(C)C2 | -15%

Next part
nr | Structure | GAA glycogen | RECQ1 helicase | L3MBTL1 inh | GAA inhib | TR SRC2 fluor cs | RGS12 GoLoco inh | GAA spleen mod | TRb SRC2 PPI
49 | CC(C)C(=O)Nc1nnc(SCC(=O)Nc2ccc3c(c2)OCCO3)s1 | 4% | 5% | . | 2% | -2% | 1% | -15% | 1%
50 | Cc1c(NC(=O)C2CCCNC2=O)c(=O)n(-c2ccccc2)n1C (stereo unspecified) | -11% | -1% | . | 5% | -2% | -10% | 5% | 0%
51 | COc1ccc(NC(=O)c2n[nH]c(=O)c3ccccc23)cc1S(=O)(=O)N1CCCCC1 | 21% | -12% | 6% | -10% | 12% | 29% | -4% | 7%
52 | S=C(NCc1ccccc1)N1CCn2cccc2C1c1cccnc1 (stereo unspecified) | 0% | ? | -21% | 0% | -1% | 0% | . | -8%
53 | CCOC(=O)c1c(NC(=O)/C=C/C(=O)O)sc(C)c1-c1ccc(Cl)cc1 | -14% | i | -15% | 8% | -2% | 14% | -10% | ?
54 | CCOC(=O)COc1ccc(S(=O)(=O)NCc2cccnc2)cc1 | 5% | -1% | . | 2% | 0% | -2% | 4% | 1%
55 | COc1ccccc1C1=NOC(COc2ccc3c(C)cc(=O)oc3c2)C1 (stereo unspecified) | -6% | -2% | -4% | . | 0% | 12% | -2% | -5%
56 | O=C(CSc1nnc(C2COc3ccccc3O2)o1)N1CCCc2ccccc21 (stereo unspecified) | 1% | -5% | 0% | -11% | -1% | -2% | -13% | -14%
57 | Nc1ccc(Nc2ccccc2)c(Cl)c1 | 35µM* | i | -14% | 0% | -9% | 8% | -5% | 1%
58 | CCOC(=O)COc1ccccc1/C=C1\NC(=O)NC1=O | -8% | -14% | . | 0% | -2% | 9% | -3% | 1%
59 | CCOC(=O)N/N=C\C=C\c1ccc2c(c1)OCO2 | 7% | -10% | 1% | 3% | -1% | -9% | 0% | -2%
